Screening results as filed in PubChem.
Pf apPOL block = Pf-apPOL DNA polymerase inhibition | Recombinant Pf-apPOL, molecular beacon fluorescence, 1.5 h | inhibition, % at 10 µM | actives 0.25% (n = 210,000) | AID 1794808
mHTT-CaM PPI inh = mHTT-calmodulin interaction abrogation | P42858 | AlphaScreen His-mHTT/GST-CaM binding, luminescence | inhibition, % at 15 µM | actives 3.6% (n = 190,000) | AID 1671202;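 note: 0% = both proteins with DMSO and 100% = one protein alone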
* = called active by the depositor; . = not tested or not shown; & = joins results of further samples. Cut-off read from the data, not from the text of the source: active = inhibition above about 50%; inactive = the rest.

Screens in order: Pf apPOL block	mHTT-CaM PPI inh
COc1cc(OC)cc(C(=O)NCc2ccccc2Cl)c1
  -3	-5
O=C(c1cccs1)N1CCC(c2nncn2Cc2ccccc2)CC1
  0	-1
O=C(Nc1ccccc1F)c1cccc(F)c1
  -1	-2
CCC(=O)N1CCc2cc(Br)cc(S(=O)(=O)Nc3ccc(OC)cc3)c21
  -8	1
COC(=O)c1ccc(NC(=O)N2CCCC2c2ccccc2Cl)cc1 (stereo unspecified)
  -2	3
Cc1ccc(C(=O)N2CCN(c3ccc(F)cc3)C(=O)C2C)cc1 (stereo unspecified)
  0	1
O=C1OC2(CCCCC2)OC(=O)C1=CNc1ccc(F)cc1F
  -4	-2
COc1ccc2nc(SCCN3CCOCC3)[nH]c2c1
  -2	22
CC(C)c1ccc(C2Nc3ccc4ncccc4c3C3=C2C(=O)CCC3)cc1 (stereo unspecified)
  1	65*
CCOc1ccccc1NC(=O)C1CCN(S(=O)(=O)c2ccccc2)CC1
  8	-6
Cc1nc(-c2ccc(NC(=O)CC(C)C)cc2)cs1
  -5	1
CC(C)c1cc(C2CCCN2C(=O)Nc2ccc(F)cc2F)no1 (stereo unspecified)
  0	-6
Nc1c(C(=O)NCCc2ccccc2)sc2nc3c(cc12)CCCC3
  -1	-2
CNC(=O)Nc1ccc(C(C)(C)C)cc1Cl
  -8	.
Nc1ccc2nc(SCC(=O)NCCc3ccccc3)sc2c1
  -2	2
CN(C)C(=O)Nc1ccc(S(N)(=O)=O)cc1
  -4	-2
COc1cccc(N2CCN(c3nc(C(=O)N4CCCCC4)cs3)CC2)c1
  -4	20
CCCOc1ccc(N2CCN(C(=O)c3ccc4c(c3)OCO4)CC2)nn1
  -13	-6
CCN(CC)c1ccc2cc(C(N)=O)c(=Nc3cccc(F)c3)oc2c1
  -1	26
CSc1ccc(NC(=O)c2cn3c(n2)CCCC3)cc1
  -9	8
COc1ccc(/C=C2/N=C(c3ccc(Cl)cc3)OC2=O)c(OC)c1
  -5	-5
O=C(Nc1ccc(N2CCCN(C(=O)C3CC3)CC2)cc1)c1ccc(=O)[nH]c1
  4	30
O=c1c2sccc2n(Cc2ccccc2F)c(=O)n1-c1ccccc1
  -2	0
CCOC(=O)c1nc(C)sc1-c1ccnn1S(=O)(=O)c1ccccc1C(F)(F)F
  -3	.
Fc1ccc(CN2CCOCC2)cc1Br
  2	-6
Cc1sc2c(c1C)c(=O)nc1n2C(c2ccccc2)C=CS1 (stereo unspecified)
  -1	-2
COC(=O)c1sccc1NC(=O)N1CCn2cccc2C1Cc1ccccc1 (stereo unspecified)
  -2	-7
O=C(NCc1ccco1)c1ccc2nc(-c3ccccn3)c(-c3ccccn3)nc2c1
  -10	7
N#CC1=C(N)N(c2cccc([N+](=O)[O-])c2)C2=C(C(=O)CCC2)C1c1ccc(Cl)cc1 (stereo unspecified)
  1	36
CCCOc1ccccc1C(=O)N1CCCCC1CCN1CCCCC1 (stereo unspecified)
  -11	-1
CC(C)c1noc(-c2cccnc2N2CCCN(C(=O)c3ccc(Cl)cc3)CC2)n1
  -12	-7
Cc1c(C(=O)NC2CCCC(C)C2C)oc2ccc(S(=O)(=O)N3CCCC3)cc12 (stereo unspecified)
  10	12
O=C1CC(c2cccs2)CC2=C1C(c1ccsc1)Nc1ccccc1N2 (stereo unspecified)
  -14	10
CC(C)CCNc1ccc(S(=O)(=O)Cc2ccc(Cl)cc2)nn1
  -4	-14
NNC(=O)c1ccc2c(c1)OCO2
  -3	.
COc1ccc2c(c1)c(C(=O)ON1C(=O)CCC1=O)c(C)n2C1CC1
  1	.
O=C1CC(C(=O)N2CCNc3ccccc3C2)CN1CCc1ccccc1 (stereo unspecified)
  -5	-11
Cc1csc(CN2CCN(C(=O)c3cc(Cl)ccc3Cl)CC2)n1
  -5	-8
COc1cc2c(cc1OC)C(C)N(C(=O)c1ccc(Br)o1)CC2 (stereo unspecified)
  -4	-1
CCN(c1ccc(F)cc1)S(=O)(=O)c1ccc2[nH]cc(C(=O)NCCCOC)c(=O)c2c1
  -8	22
COc1cccc2c1OC1(C)CC2NC(=O)N1c1cccc(C(=O)N(C)Cc2ccccc2)c1 (stereo unspecified)
  1	0
N#Cc1cccc(-c2cn3c(n2)N(C(=O)CC2CCCC2)CCC3)c1
  -8	12
O=[N+]([O-])c1cc(C=Nc2cc(-c3ccccc3)ccc2O)c(O)c([N+](=O)[O-])c1
  -1	51*
C=CC(=C)CC(NC)c1ccccc1 (stereo unspecified)
  .	45
O=C(NCc1ccc2c(c1)OCO2)c1nnc2n(c1=O)CCN2c1ccc(F)cc1
  1	-1
Cc1cccc(C2=N/C(=C\c3ccccc3Cl)C(=O)O2)c1
  6	6
COc1cc2c(cc1OC)C(=C(Cl)Cl)NC(C)(C)C2
  5	1
NC(=O)C1Cc2ccccc2N1C(=O)Cc1ccc([N+](=O)[O-])cc1 (stereo unspecified)
  -8	-2
COc1ccc(N2CC(c3nnc(NC(=O)Cc4cccc(OC)c4)o3)CC2=O)cc1 (stereo unspecified)
  -3	53*
Clc1ccc(CN2CCc3nc(Nc4ccc5c(c4)OCCO5)ncc3C2)cc1
  -1	77*
FC(F)(F)c1cnc(N2CCN(c3cc(C(F)(F)F)nc4ccccc34)CC2)c(Cl)c1
  -7	.
CCOc1ccc(CN2CCCC(C(=O)N3CCCC3)C2)cc1 (stereo unspecified)
  -4	7
Cc1ccc(-n2c(CC#N)n[nH]c2=S)c(C)c1
  8	.
Cc1cccc(NC(=O)CSc2ncc(-c3ccc(Br)cc3)[nH]2)c1
  -7	20
O=C(Nc1ccc(Cl)cc1F)c1cc(S(=O)(=O)N2CCc3ccccc3C2)ccc1F
  -3	33
Cc1cc(Br)ccc1N=C1C(=O)Nc2ccccc21
  3	15
Cc1ccccc1C(=O)Nc1ccc(F)c(Cl)c1
  2	-20
Cc1ccccc1-n1c(SCC(=O)Nc2ccc(F)c(F)c2)nc2[nH]ncc2c1=O
  -2	9
Cc1c(C(=O)Nc2cccc(-c3nc4ccccc4o3)c2)cccc1[N+](=O)[O-]
  -13	10
COc1ccc(-n2nc(NC(=O)Cc3cccc(OC)c3)cc2C)cc1
  -3	-5

Next part; the last 4 above are carried over.
Screens in order: Pf apPOL block	mHTT-CaM PPI inh
Cc1ccccc1C(=O)Nc1ccc(F)c(Cl)c1
  2	-20
Cc1ccccc1-n1c(SCC(=O)Nc2ccc(F)c(F)c2)nc2[nH]ncc2c1=O
  -2	9
Cc1c(C(=O)Nc2cccc(-c3nc4ccccc4o3)c2)cccc1[N+](=O)[O-]
  -13	10
COc1ccc(-n2nc(NC(=O)Cc3cccc(OC)c3)cc2C)cc1
  -3	-5
O=C(Nc1nnc(C2CC2)s1)c1ccc(Oc2cc(Cl)cc(Cl)c2)o1
  5	.
CCOCC(=O)N1CCC(c2nnc(C(C)C)o2)CC1
  -3	-15
CC(=O)N1CCc2sc(C(=O)NCc3cccc(F)c3)cc2C1
  -1	-5
O=C(NCc1ccc(F)cc1F)c1cn2c(n1)CCCC2
  -3	-1
CCc1ccc(N=Cc2cc(OC)ccc2O)cc1
  1	11
Cc1ccc(N2CCC(NC(=O)c3cccc(F)c3)C2=O)cc1C (stereo unspecified)
  -2	-11
CSc1ccccc1C(=O)NCC(c1ccsc1)N(C)C (stereo unspecified)
  -8	-9
Cc1ccc(NC(=O)c2cc3cc(Br)ccc3oc2=O)c([N+](=O)[O-])c1
  5	5
O=[N+]([O-])c1c(Sc2ncnc3ccccc23)ccc2nsnc12
  -6	10
CN(Cc1ccccc1)C(=O)c1ccc(Br)cc1
  -3	-10
CCOc1ccc(OCCCn2cnc3ccccc3c2=O)cc1
  -7	8
COc1ccccc1C1C(Oc2ccccc2C)C(=O)N1c1cccc([N+](=O)[O-])c1 (stereo unspecified)
  -6	5
Cc1cc2c(c(Sc3ccccc3)n1)C(=O)OC2
  1	-7
Cc1ccc(C)c(NC(=O)COc2ccc(Cl)cc2)c1
  -2	0
Cc1cc(C(=O)NC(C)C)c2cccc(Cl)c2n1
  15	46
Cc1ccnc(N2CCC(C(=O)Nc3cccc(F)c3)CC2)n1
  0	-8
CCNc1cc(N2CCC(CCC(=O)N3CCC(C)CC3)CC2)ncn1
  -3	1
O=C(Nc1csc([N+](=O)[O-])c1)Nc1c(Cl)cccc1Cl
  -1&4	.
NS(=O)(=O)c1ccc(CNC(=O)c2cc(-c3ccc(Cl)s3)nc3ccccc23)cc1
  19	17
CCOc1ccc(S(=O)(=O)N2CCC(c3noc(-c4ccc(F)cc4)n3)CC2)cc1
  -1	-5
Cc1cc2c(c(=O)o1)C(c1ccccc1C(F)(F)F)C(C#N)=C(N)O2 (stereo unspecified)
  -6	2
COc1ccc(OCC(=O)Nc2ccc(NC(=O)c3ccccc3)cc2)cc1
  -2	-5
COc1cccc(-c2cc(C3CCN(S(=O)(=O)c4cccc(F)c4)CC3)[nH]n2)c1
  -6	4
CCC(=O)N1CCc2sc(S(=O)(=O)NCc3ccc(OC)cc3)cc2C1
  -5	22
COc1cccc(CCC(=O)N2CCCC2c2nc(-c3cccc(C)c3)no2)c1 (stereo unspecified)
  2	-6
CCN1CCCC1CNC(=O)C1CCN(c2cnn(C)c(=O)c2)CC1 (stereo unspecified)
  -4	-5
COc1ccc(-c2nnc(N3CCC(C(=O)NCc4ccccc4Cl)CC3)o2)cc1
  0	3
CC1=C(C(=O)Nc2ccc(Cl)cc2)C(c2cc(Cl)ccc2OC(F)F)n2ncnc2N1 (stereo unspecified)
  0	17
O=C(C(=CN1CCCC1)c1nnnn1-c1ccccc1)c1ccccc1
  -8	.
Cc1ccc(NC(=O)CSc2nccn2C)cc1
  2	4

Next section (4 carried over from the part before).
Screens in order: Pf apPOL block	mHTT-CaM PPI inh
COc1ccc(-c2nnc(N3CCC(C(=O)NCc4ccccc4Cl)CC3)o2)cc1
  0	3
CC1=C(C(=O)Nc2ccc(Cl)cc2)C(c2cc(Cl)ccc2OC(F)F)n2ncnc2N1 (stereo unspecified)
  0	17
O=C(C(=CN1CCCC1)c1nnnn1-c1ccccc1)c1ccccc1
  -8	.
Cc1ccc(NC(=O)CSc2nccn2C)cc1
  2	4
O=C(Nc1ccc2c(c1)OCCO2)c1ccc(CN2CCc3ccccc3C2)cc1
  -3	0
COc1ccc2cc3cc(C(=O)N(C)c4cc(Cl)ccc4OC)oc3nc2c1
  -5	2
CN(C)CCNC(=O)C12CC3CCC(CC(C3)C1)C2
  -4	-1
Cc1cc(C)n(-c2ccnc(NCCN3CCCCC3)n2)n1
  -5	-10
COc1cc(SC)ccc1C(=O)Nc1nnc(C)s1
  -2	3
O=C(CCC1CCCN(C(=O)Nc2ccc(F)cc2)C1)NCc1ccccc1Cl (stereo unspecified)
  -3	-11
O=C(Nc1ccc(S(=O)(=O)Nc2nccs2)cc1)c1ccc(NC(=O)C(F)(F)F)cc1
  0	7
CC(NC(=O)CCCn1c(=O)[nH]c2ccsc2c1=O)C12CC3CC(CC(C3)C1)C2 (stereo unspecified)
  -8	6
CC(C)CC(NC(=O)C1CCCCC1)C(=O)N1CCN(c2ccccn2)CC1 (stereo unspecified)
  4	2
COc1cc(O)c(C(CCN2CCCC(C)C2)c2ccc3c(c2)OCO3)c(OC)c1 (stereo unspecified)
  7	33
CC(C)(C)C(=O)NC(n1cccnc1=O)C(Cl)(Cl)Cl (stereo unspecified)
  6	2
CCc1cccc(C)c1NC(=O)C1CC(=O)N(c2ccc(F)cc2)C1 (stereo unspecified)
  3	1
O=C(c1ccc(OCC2CCN(C(=O)c3cc(F)ccc3F)CC2)cc1)N1CCCCC1
  1	-14
Cc1cccc(S(=O)(=O)N2CCSC2c2ccccc2Cl)c1 (stereo unspecified)
  5	-35
COc1ccc(C2Nc3ccccc3C(=O)N2c2ccccc2)cc1OC (stereo unspecified)
  -5	0
N#CCOc1ccc2nonc2c1
  -9	.
Cc1cc(NC(=O)c2cccc(S(=O)(=O)C(C)C)c2)n(C(C)C)n1
  -8	-6
CCN1C(=O)CCC2(CN(C)C(=O)c3ccoc3)CCCC12 (stereo unspecified)
  -8	-5
CC(=O)N1CCc2cc(N3CC(C(=O)NCc4cccnc4)CC3=O)ccc21 (stereo unspecified)
  -6	-10
CCOc1ccccc1C(=O)Nc1cccc(OC)c1
  -2	-11
Cc1ccc(C(=O)N2CCC(CCNC(=O)c3ccccc3)CC2)cc1
  0	5
C=CCCCN(Cc1ccccc1)S(=O)(=O)c1ccccc1Br
  -3	-36
O=C(Nc1ccc(Cl)cc1)c1cnc2n(c1=O)CCS2
  2	-6
Cn1cc(CC(=O)NCC2CCCO2)c2ccccc21 (stereo unspecified)
  -6	-3
c1ccc(Nc2c3c(nc4ccccc24)CCC3)cc1
  -9	8
O=C(c1ccc(OCC2CCN(C(=O)c3ccc(F)c(F)c3)CC2)cc1)N1CCOCC1
  1	-1
O=C(Nc1ccncc1)c1ccc(C(=O)Nc2ccncc2)cc1
  2&1	-2&0
S=C(Nc1ccc(Br)cc1)O[C@H]1CCC12CCC(c1ccccc1)CC2 (stereo partly specified)
  -8	-10
COc1ccc(/C=C/c2ccc3ccccc3n2)cc1
  -9	-75
